Screening data from PubChem.
HCV inhibitor – qHTS Assay for Inhibitors of Hepatitis C Virus (HCV). 3.4% of 340,000 active. Huh7.5.1 HCVcc-Cre infection, luciferase reporter, 44 h. Potency, µM (doses to about 41.8 µM), inactives show top-dose activity change, negative = inhibition, usual class: inhibitors. AID 651820, 2012; note: potency is the fitted concentration of half-maximal effect
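Reporter virus HCVcc-Cre (~0.5 moi) infects cells exposed to compound; seeding density 1,000 cells/well with 4 h settling beforehand. Luminescence, 15 sec read, taken 44 h post-infection following a 15 min RT substrate incubation.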
Sm TGR inh – qHTS Assay for the Inhibitors of Schistosoma Mansoni Peroxiredoxins | Schistosoma mansoni thioredoxin glutathione reductase (TGR), Q962Y6 | purified TGR, DTNB reduction, TNB absorbance 405 nm | Potency, µM (titrated, usually from 114 µM), for inactives: at the top dose activity change, negative = inhibition, actives largely listed as inhibitors | 3% of 360,000 active | AID 485364, 2010; note: potency is the fitted concentration of half-maximal effect; nearly all actives have a fitted effect of over 60% in size
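TGR 20 nM + NADPH 100 uM (dispensed conc.), cpd preinc 15 min RT; start with NADPH (500 uM addition) then DTNB (15 mM addition). Kinetic TNB absorbance, 405 nm filter. Four-parameter Hill fit across titration.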
AMA1-RON2 inh – qHTS for Inhibitors of AMA1-RON; Towards Development of Antimalarial Drug Lead: Primary Screen; AlphaScreen AMA1-biotinylated RON2 peptide binding; Potency, µM (top dose mostly 58.2 µM), inactives show at the top dose activity change, negative = inhibition, most hits filed as inhibitors; 0.2% of 360,000 active; AID 720542, 2013;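 note: potency is the fitted concentration of half-maximal effect; 0% = vehicle wells and -100% = peptide control; nearly all actives have a fitted effect of over 45% in size; some results filed as inactive show a strong effect at the top dose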
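AMA1 (3D7) with his tag at 25 nM final met compounds first, then biotinylated RON2 peptide at 25 nM; detection used donor plus acceptor beads, 10 µg/mL apiece, read by AlphaScreen after 30 min at room temperature.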
HCMV inh – qHTS Assay for inhibitors of the human cytomegalovirus (HCMV). HFF cells, HCMV-luciferase reporter, 72 h; hits give low values. activity change, negative = inhibition, % at 57.5 µM. 4.5% of 410,000 active. AID 1259415, 2018; in the data active = activity change below about -60%; inconclusive = no clear call, values can overlap the other calls; inactive = above about -39%
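After 16 h attachment at 37C, HFF cells received test compound and HCMV-luciferase (1 PFU/cell); reporter luminescence read 72 h later, data normalized against buffer-only and known inhibitor Salinomycin.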
Giardia FBPA inh – qHTS Assay for Inhibitors of Fructose-1,6-bisphosphate Aldolase from Giardia Lamblia | A8B2U2 | purified Giardia FBPA | Potency, µM (titrated, usually from 59.6 µM), for inactives: at the top dose activity, negative = inhibition, hits mostly inhibitors | 0.71% of 290,000 active | AID 2451, 2010; note: potency is the fitted concentration of half-maximal effect; nearly all actives have a fitted effect of over 55% in size
Target sequence (A8B2U2 whole entry, looked up): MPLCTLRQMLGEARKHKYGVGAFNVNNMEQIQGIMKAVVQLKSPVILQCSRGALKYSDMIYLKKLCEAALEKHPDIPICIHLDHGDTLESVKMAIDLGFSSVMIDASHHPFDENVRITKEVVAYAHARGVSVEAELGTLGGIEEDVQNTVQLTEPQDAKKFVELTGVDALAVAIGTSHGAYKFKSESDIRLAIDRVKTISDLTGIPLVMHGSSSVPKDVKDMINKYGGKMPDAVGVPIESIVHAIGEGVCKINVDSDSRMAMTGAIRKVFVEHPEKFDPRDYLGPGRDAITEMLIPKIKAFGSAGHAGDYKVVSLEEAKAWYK
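40 nM FBPA preincubated 10 min at RT with compound (up to 57.5 uM final), then substrate plus GAPDH/TPI/NAD/arsenate coupling and diaphorase/resazurin added. Fluorescence read after 20 min at RT, 525/598 nm.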
AmpC detergent – qHTS Inhibitors of AmpC Beta-Lactamase (assay with detergent); P00811; Potency, µM (doses to about 114 µM), for inactives: top-dose activity change, negative = inhibition, most hits filed as inhibitors; AID 485294, 2010; 0.041% of 370,000 active; AmpC hydrolysis of nitrocefin, absorbance 480 nm, 0.01% Triton;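 note: potency is the fitted concentration of half-maximal effect; 0% = no-compound wells and -100% = no-enzyme wells; nearly all actives have a fitted effect of over 25% in size; some results filed as inactive show a strong effect at the top dose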
Target sequence (P00811 whole entry, looked up): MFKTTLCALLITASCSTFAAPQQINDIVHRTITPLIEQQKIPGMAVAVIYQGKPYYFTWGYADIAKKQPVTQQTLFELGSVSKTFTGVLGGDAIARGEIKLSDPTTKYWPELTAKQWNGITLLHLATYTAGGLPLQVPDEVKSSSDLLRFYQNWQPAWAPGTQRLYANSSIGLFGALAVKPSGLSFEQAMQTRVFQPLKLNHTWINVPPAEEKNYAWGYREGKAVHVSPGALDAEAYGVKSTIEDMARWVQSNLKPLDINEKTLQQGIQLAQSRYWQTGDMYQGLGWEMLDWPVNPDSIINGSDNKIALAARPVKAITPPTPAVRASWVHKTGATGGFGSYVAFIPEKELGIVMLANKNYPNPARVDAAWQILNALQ
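AmpC (5.3 nM in the dispensed reagent) in 20 mM phosphate pH 7.0 with 0.01% (detergent screen) or 0.0001% Triton X-100 was preincubated with compounds for 15 min at room temperature. Nitrocefin was then added from an 800 uM solution, and hydrolysis was followed at 480 nm.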
* marks the source's active call; other numbers are inactive results; ? = inconclusive; nt = no result given; & = joins results of further samples; [ ] = dose if it differs, or a comment. Unless noted, calls come from the whole dose curve; as a rule, active = well fitted curve in the direction sought with a large enough effect; inconclusive = small, poorly fitted or top-dose-only effect, or another doubt; inactive = no such curve, though single readings can be large; an effect the other way counts as inactive or inconclusive. Unless noted, % is set by controls: 0 for no effect and ±100 for the full control effect.

SMILES	HCV inhibitor	Sm TGR inh	AMA1-RON2 inh	HCMV inh	Giardia FBPA inh	AmpC detergent
CCCn1cc(S(=O)(=O)c2ccc(CC)cc2)c(=O)c2cc(F)c(N(CC)CC)cc21	nt	0%	nt	7	nt	20%
Cc1ccc(-n2c(=O)c3ccc(C(=O)NCc4ccco4)cc3n(CC(=O)Nc3ccccc3C(F)(F)F)c2=O)cc1	nt	2%	nt	-35	nt	-1%
CC(=O)Nc1ccc(NC(=O)C(C)OC(=O)CCC(=O)c2ccc(F)cc2)cc1 (configuration not stated)	7%	-20%	2%	12	4%	-8%
C/C(=N\Nc1ccc(F)cc1F)c1ccc(N2CCOCC2)cc1	?	?	-5%	118	-9%	?
N#CCC(=N)N1CCN(c2ccc(Cl)cc2)CC1	?	6%	-12%	-12	-7%	-4%
O=C(N/C(=C/c1ccc(Br)cc1)c1nc2ccccc2[nH]1)c1ccco1	-5%	-4%	1%	1	1%	4%
O=C(NOC(=O)c1ccccc1F)c1ccc(OC(F)F)cc1	-1%	-7%	11%	-14	4%	2%
Cc1ccc(CNC(=O)C2(NC(=O)Nc3ccc(C)cc3)CCCCC2)cc1	-19%	?	0%	19	8%	-8%
CCOC(=O)c1ccccc1NC(=O)CSc1cc(C)[nH]c(=O)n1	nt	0%	nt	4	nt	-2%
c1ccc(C2=NN(c3ccccc3)CC2)cc1	7%	5µM*	112%[activator]	52	-2%	6%
Cc1cccc(C)c1OCc1nnc(SCC(=O)Nc2nccs2)n1-c1ccccc1	-5%	-1%	22%	0	49%	0%
COc1ccc(NC(=O)CS(=O)CC(=O)Nc2ccc(-n3cnnn3)c(C)c2)cc1 (configuration not stated)	-2%	-1%	6%	-34	0%	-2%
COc1ccc(CCN(C)C(=O)c2cccc(S(=O)(=O)NCc3ccccc3)c2)cc1OC	-47%	-7%	110%[activator]	9	nt	-2%
CCCCC(=O)NC(c1ccco1)c1cc(Cl)c2cccnc2c1O (configuration not stated)	8.9µM*	0%	30%[activator]	-96*	3%	-4%
COc1ccc2nc(Cl)c(C3CC(c4ccco4)=NN3C(=O)CCCC(=O)O)cc2c1 (configuration not stated)	14%	8.9µM*	-12%	-36	-8%	4%
CC(=O)c1c(C)[nH]c(C(=O)CN2CCN(S(=O)(=O)c3ccccc3)CC2)c1C	8%	45µM*	2%	3	nt	-5%
COc1ccc(-c2c(-c3cc(OC)cc(OC)c3)n(C)c3ccc(-c4ccc5[nH]ccc5c4)cc23)cc1	?	-8%	25%	0	nt	-4%
c1cn2cc(CN3CCOCC3)nc2s1	17%	-1%	15%	-12	-5%	?
Cc1ccc(S(=O)(=O)Nc2ccc(Oc3cccnc3)nc2)cc1	31%[activator]	1%	-16%	7	8%	11%
CCC(=O)c1ccccc1OCCCCn1cncn1	13%	11%	?	34	?	-7%
CCOc1ccc(-n2c(=O)c3c4c(sc3n(CC(=O)NC(C)CC)c2=O)CCCCC4)cc1 (configuration not stated)	nt	-4%	nt	-2	nt	-6%
C[C@H](CO)N1C[C@H](C)[C@@H](CN(C)C(=O)Nc2ccccc2)Oc2c(NC(=O)Nc3ccc(C(F)(F)F)cc3)cccc2C1=O	?	nt	12%	-11	nt	nt
O=C(NCCc1ccccc1)C(=O)NCC1OCCN1S(=O)(=O)c1ccc(Br)cc1 (configuration not stated)	?	-8%	-12%	-13	nt	0%
O=C(OCc1cc(=O)n2c(n1)sc1ccccc12)c1ccc2c(=O)n3c(nc2c1)CCC3	-7%	0%	-2%	68	-4%	?
COc1cccc(/C=N/N2C(=O)CSC2=S)c1O	9%	5.6µM*	-4%	105	-19%	-15%
Cc1ccc2c(c1)C1C3CCC(C3)C1S(=O)N2 (configuration not stated)	24%	-3%	13%	-13	6%	10%
CCOC(=O)C(NCc1ccccc1OC)(NC(C)=O)C(F)(F)F (configuration not stated)	-3%	4%	-18%	-21	-1%	0%
CCn1c(SCC(=O)N2CCCc3ccccc32)nnc1-c1ccco1	13%	?	2%	?	-10%	?
CCOc1cc(C(=O)Nc2ccc3c(c2)OCO3)ccc1OCCOc1ccccc1Cl	-13%	3%	0%	19	8%	-2%
COc1ccccc1-n1cc(C(=O)N2CCCC(CO)(Cc3ccccc3C)C2)cn1 (configuration not stated)	2%	17%	-15%	-39	0%	8%
CN(C)S(=O)(=O)c1cccc(-c2cn3cc(Cl)ccc3n2)c1	?	2%	8%	nt	-13%	-5%
Cc1c(CN2CCN(CC(C)(C)C)C(CCO)C2)[nH]c2ccccc12 (configuration not stated)	?	?	12%	82	-1%	-3%
Cc1cc(N2CCN(C(=O)c3cccs3)CC2)c(F)cc1[N+](=O)[O-]	-18%	-13%	-23%	-4	7%	-5%
NC1=NC[C@H](Cc2ccc(O)cc2)N1CCc1cccc(F)c1	-4%	31%	4%	-20	8%	4%
C/C(=N\OCc1ccc(C#N)cc1)c1ccccc1	3%	-1%	28%	-13	-2%	-14%
CCOC(=O)Cc1c(C)nc2c(-c3ccc(OC)cc3)c(C)nn2c1C	?	-6%	-11%	-3	1%	-1%
COc1cccc(C(=O)Nc2ccc3nc(N4CCOCC4)cc(C)c3c2)c1	?	4%	-3%	-9	-2%	?
CCOC(=O)c1c(C)[nH]c(C)c1S(=O)(=O)NC1CCN(C(=O)OCC)CC1	15%	-1%	2%	1	8%	-13%
O=C(CCC1CCCCC1)NCc1ccccn1	28%	7%	3%	-33	0%	2%
O=C(CSc1nnc(-c2cccs2)o1)OCc1ccccc1	40%[activator]	-16%	19%	?	5%	0%
CCN(CC)CCNC(=O)c1ccc(NC(=O)C2CC(=O)N(c3ccc4c(c3)OCCO4)C2)cc1 (configuration not stated)	4%	-2%	10%	nt	nt	-16%
Cc1ccc(-n2nc3c(c2NC(=O)C(C)C)CS(=O)(=O)C3)cc1	11%	-35%	1%	nt	-5%	-7%
COc1ccc(S(=O)(=O)N(C)Cc2nc(-c3cccc(C)c3)no2)cc1	nt	1%	nt	-10	nt	1%
CC(C)(C)c1ccc(C(=O)NCC(=O)OCc2ccc([N+](=O)[O-])cc2)cc1	16%	4%	-19%	-10	1%	0%
Cc1ccc(CN2CCC(CNC(=O)Nc3ccccc3F)CC2)cc1	-12%	-5%&8%	9%	39&-15	1%	1%&24%
CC(C)NC(=O)CN1CCN(C(=O)CCl)CC1	19%	?	11%	-2	-13%	-7%
c1coc(-c2nc3ccccn3c2Nc2ccc3c(c2)OCCO3)c1	nt	-24%	nt	71	nt	?
CCOC(=O)Cc1c(C)nc2c(-c3ccccc3)c[nH]n2c1=O	-20%	2%	0%	-2	-9%	4%
CCOc1ccc(S(=O)(=O)Nc2nc3ccccc3nc2Nc2ccc(N3CCOCC3)cc2)cc1	30%	0%	?	?	-2%	-4%
O=C(CCl)N(c1ccccc1)C1CCS(=O)(=O)C1 (configuration not stated)	22µM*	22µM*	7%	-103*	-1%	?
O=C(c1cc(-c2ccco2)on1)N1CCOCC1	nt	-16%	-1%	-12	0%	2%
COc1cc(C2C(C#N)=C(N)Oc3c2ccc2ccccc32)ccc1OCC(=O)Nc1ccc(C)cc1 (configuration not stated)	2µM*	4%	-12%[11.6 µM]	26	?	-2%
COc1cccc(C=Nc2cc(C)on2)c1O	-25%	-8%	21%	16	0%	-1%
CCC1CN(C(=O)N2CCC(C(=O)N3CCN(c4cccc(C)c4C)CC3)CC2)c2ccccc2O1 (configuration not stated)	nt	-2%	nt	-26	nt	5%
CCn1ncc(/C=N/N=C2\CCC3C4CCc5cc(O)ccc5C4CCC23C)c1C (configuration not stated)	4%	-2%	4%	53	-5%	?
O=C(N/N=C/c1cccc([N+](=O)[O-])c1O)C(O)(c1ccccc1)c1ccccc1	9%	5%	70%[activator]	51	?	-1%
COc1ccc(S(=O)(=O)NC2CCSc3ccccc32)cc1OC (configuration not stated)	15%	-1%	64%[activator]	-17	8%	3%
O=C(O)c1ccc(NC(=O)c2ccc(COc3ccccc3)o2)cc1	13%	-9%	-6%	31	5%	-2%
CCN(Cc1ccccc1)C(=O)Cn1c(=O)n(CCC(=O)N2CCCCC2)c(=O)c2sccc21	11%	-25%	-10%	-7	4%	?
CCCS(=O)(=O)c1c(S(=O)(=O)CCC)c2cc(CC)ccn2c1C(=O)c1ccc(OC)cc1	nt	0%	nt	-30	nt	-5%

Gathered by group, those above with an aryl thioether with sulfur outside any ring
SMILES	HCV inhibitor	Sm TGR inh	AMA1-RON2 inh	HCMV inh	Giardia FBPA inh	AmpC detergent
CCOC(=O)c1ccccc1NC(=O)CSc1cc(C)[nH]c(=O)n1	nt	0%	nt	4	nt	-2%
Cc1cccc(C)c1OCc1nnc(SCC(=O)Nc2nccs2)n1-c1ccccc1	-5%	-1%	22%	0	49%	0%
CCn1c(SCC(=O)N2CCCc3ccccc32)nnc1-c1ccco1	13%	?	2%	?	-10%	?
O=C(CSc1nnc(-c2cccs2)o1)OCc1ccccc1	40%[activator]	-16%	19%	?	5%	0%

(continued)
SMILES	HCV inhibitor	Sm TGR inh	AMA1-RON2 inh	HCMV inh	Giardia FBPA inh	AmpC detergent
CC(C)NC(=O)c1ccccc1N(Cc1ccccc1)S(C)(=O)=O	10%	-23%	-22%	3	5%	-9%
COC(=O)c1ccc(NC(=O)CN(C)S(=O)(=O)c2ccc3c(c2)CCCC(=O)N3)cc1	nt	-1%	nt	2	nt	17%
Cc1ccc(-c2nnnn2C2C/C(=N\NC(N)=S)C3OCC2O3)cc1 (configuration not stated)	3%	-29%	71%[activator]	14	-25%	5%
CN(Cc1ccccc1)Cc1nc2c(c(=O)n(C)c(=O)n2C)n1Cc1ccc(F)cc1	-18%	6%	-3%	-6	-4%	?
CS(=O)(=O)c1ccc2sc(NC(=O)c3cc4ccccc4o3)nc2c1	-20%	12%	-20%	-23	-1%	1%
COc1ccc(-c2cc(C(=O)N3CC(C)CC(C)C3)c3ccccc3n2)cc1OC (configuration not stated)	?	1%	-13%	-5	nt	?
OCCNC1=NCCN1	17%	8%	16%	30	1%	-1%
CC(C)(C)C(=O)Nc1ccc(-c2nc3ccccc3c(=O)o2)cc1	12%	0%	15%	-64*	-1%	7%
CC1CCc2c(sc(NC(=O)c3cccn3C)c2C(N)=O)C1 (configuration not stated)	?	nt	4%	15	nt	nt
O=C(CN1CCN(c2ccc(Cl)cc2)CC1)Nc1ccc(F)cc1	?	-1%	21%	-40	5%	2%
CC(C)OCCCNC(=O)NC(=O)c1ccc(Cl)cc1	?	13%	-5%	-3	6%	-13%
CCOCCOC(=O)C(C)Oc1ccc(Oc2nc(Cl)ccc2Cl)cc1 (configuration not stated)	3%	0%	27%	20	-4%	-7%
COC(=O)c1cc(NC(=O)C2COc3ccccc3O2)ccc1Cl (configuration not stated)	-4%	-8%	-5%	6	-1%	?
